Rab9 promoter act = activates the Rab9 promoter. Huh7 Rab9 promoter-luciferase reporter, luminescence, 24 h. 2.8% of 320,000 active. Potency, µM (titrated, usually from 9.22 µM), for the others: at the highest dose activation, negative = inhibition, actives largely listed as activators; note: % of control where 0% means no effect; nearly all actives have a fitted effect of over 60% in size
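Cells were plated at 1500 per well in reduced-serum medium with 10% FBS and left 2 h. Compound in DMSO was then added for 24 h at 37 °C. Reporter signal was read by luminescence after 10 min with luciferase detection reagent.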
uPA surface inh = inhibitors of cell surface uPA generation. cell surface uPA generation assay, qHTS. Potency, µM (series often up to 38.3 µM), inactives show top-dose activity change, negative = inhibition, actives largely listed as inhibitors. 0.31% of 330,000 active. AID 540303; active = well fitted inhibition curve with a large enough effect; inconclusive = small, poorly fitted or top-dose-only effect; inactive = no such curve, though single readings can be large or run the other way; tested in mouse RAW 264.7 cells; note: % is set by controls: 0 for no effect and ±100 for the full control effect; nearly all actives have a fitted effect of over 55% in size
FLuc counter = inhibits or activates purified firefly luciferase, miR-21 counter-screen | P08659 | purified FLuc, Km substrates, luminescence inhibition | Potency, µM (top dose mostly 57.5 µM), for inactives: at the top dose activity change, negative = inhibition, most hits filed as inhibitors | 6.9% of 360,000 active;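 note: plate controls were vehicle for no effect and reference inhibitor for full effect; nearly all actives have a fitted effect of over 55% in size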
Target sequence (P08659 whole entry, looked up): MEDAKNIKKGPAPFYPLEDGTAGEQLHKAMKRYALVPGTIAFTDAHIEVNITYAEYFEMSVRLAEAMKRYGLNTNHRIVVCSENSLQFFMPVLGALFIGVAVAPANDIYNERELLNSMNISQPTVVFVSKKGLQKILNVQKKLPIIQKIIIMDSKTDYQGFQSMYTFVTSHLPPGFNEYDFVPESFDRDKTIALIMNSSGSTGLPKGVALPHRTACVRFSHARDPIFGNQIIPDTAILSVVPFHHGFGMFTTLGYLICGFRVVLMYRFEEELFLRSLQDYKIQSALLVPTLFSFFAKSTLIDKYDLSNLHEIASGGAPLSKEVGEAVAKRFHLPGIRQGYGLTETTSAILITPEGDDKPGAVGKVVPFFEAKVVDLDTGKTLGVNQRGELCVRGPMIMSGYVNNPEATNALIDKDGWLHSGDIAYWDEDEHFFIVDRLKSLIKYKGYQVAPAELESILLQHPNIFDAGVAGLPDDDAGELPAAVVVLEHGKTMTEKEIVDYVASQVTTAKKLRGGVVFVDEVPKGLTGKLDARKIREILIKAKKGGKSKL
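Biochemical qHTS of compounds, final roughly 60 µM downward over six points, against 10 nM purified firefly luciferase using Km concentrations of substrates (10 uM D-luciferin, 10 uM ATP) in Tris acetate pH 7.5 buffer; luminescence output.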
ELG1 genotoxic = inducers of genotoxicity in HEK293T ELG1-luciferase cells. Potency, µM (highest dose often 46 µM), for the others: top-dose activity change, positive = activation, actives largely listed as activators. HEK293T ELG1-luciferase reporter, luminescence, 16 h. AID 504466. 1.3% of 330,000 active; note: % of control where 0% means no effect; nearly all actives have a fitted effect of over 60% in size
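After overnight (16 hr) compound treatment at 37 °C, ELG1-luciferase HEK293T cells were lysed with ONE-Glo; luminescence quantified 30 min later at room temperature.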
p53 reactivation = re-activators of mutant p53; H1299 p53-A138V BP100-luciferase reporter, luminescence, 24 h; Potency, µM (top dose mostly 92.2 µM), without a hit: at the highest dose activity change, positive = activation, usual class: activators; 0.063% of 320,000 active; AID 504706; note: % of control where 0% means no effect; nearly all actives have a fitted effect of over 45% in size
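H1299 (p53-null), stable ts p53-A138V + BP100-Luc; 1000 cells/well, Opti-MEM/10% FBS; cpd 4 pt, 1:5; 24 h, 37 deg C, 5% CO2; detection reagent 10 min RT; luminescence.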
NPC1 prom act = activates the NPC1 promoter | Huh7 NPC1 promoter luciferase reporter, 24 h | Potency, µM (doses to about 9.22 µM), without a hit: at the top dose activation, most hits filed as activators | 2.4% of 320,000 active;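 note: % of control where 0% means no effect; nearly all actives have a fitted effect of over 60% in size; reporter is driven by a mutant NPC1 promoter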
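Readout is luciferase luminescence, reflecting NPC1 promoter activation in stably transfected Huh7 cells after 24 h compound exposure at 37 °C in reduced-serum medium with 10% FBS.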
Gal4-VP16 FLuc = inhibits Gal4-VP16 luciferase reporter, ROR gamma counter-screen. 3.5% of 310,000 active. AID 2546. Potency, µM (series often up to 53.6 µM), inactives show top-dose activity, negative = inhibition, most hits filed as inhibitors. Drosophila S2 Gal4-VP16 UAS-luciferase, luminescence, 20 h;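 note: Gal4-VP16 expression switched on by copper sulfate through the metallothionein promoter; % is set by controls: 0 for no effect and ±100 for the full control effect; nearly all actives have a fitted effect of over 50% in size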
MBNL1-CUG inh = MBNL1-poly(CUG) RNA binding inhibition. Q9NR56. TR-FRET MBNL1-His/biotin-(CUG)12 binding, 665/545 ratio. Potency, µM (top dose mostly 57.5 µM), inactives show at the highest dose activity change, negative = inhibition, hits mostly inhibitors. 0.036% of 280,000 active. AID 2675; active = well fitted inhibition curve with a large enough effect in the signal ratio, with a control signal flat, not every such curve was filed as active; inconclusive = small, poorly fitted or top-dose-only effect, or effect the other way, or a change in a side signal; inactive = no such curve, though single readings can be large or run the other way; the % refers to the signal ratio; note: % is set by controls: 0 for no effect and ±100 for the full control effect
Target sequence (Q9NR56 whole entry, looked up): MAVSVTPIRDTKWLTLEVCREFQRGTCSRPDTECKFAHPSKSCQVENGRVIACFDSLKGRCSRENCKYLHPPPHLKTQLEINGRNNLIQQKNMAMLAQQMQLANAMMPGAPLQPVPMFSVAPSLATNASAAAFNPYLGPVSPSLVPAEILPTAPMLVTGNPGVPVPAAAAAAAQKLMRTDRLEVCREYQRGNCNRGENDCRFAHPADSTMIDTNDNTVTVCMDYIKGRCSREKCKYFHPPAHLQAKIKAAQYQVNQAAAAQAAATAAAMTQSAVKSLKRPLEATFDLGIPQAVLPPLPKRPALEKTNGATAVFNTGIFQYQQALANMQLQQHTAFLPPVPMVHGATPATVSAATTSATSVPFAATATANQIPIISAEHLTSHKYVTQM
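Ratiometric TR-FRET (665 over 545 nm, excitation 340 nm) tracks disruption of MBNL1-His/biotin-(CUG)12 complex after 60 min at room temperature, with compounds at 92 nM to 58 uM final.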
BRCA1 expr act = increases BRCA1 expression. MCF7-BRCA1-FFLuc reporter, luminescence, 48 h; response scale: scaled: vehicle 0%, 10 µM genistein 100%. Potency, µM (doses to about 46.1 µM), for the others: top-dose activation, most hits filed as activators. 1.1% of 380,000 active. AID 624202; note: nearly all actives have a fitted effect of over 80% in size; some results filed as inactive show a strong effect at the top dose
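Compounds are tested at multiple concentrations on MCF7 BRCA1-luciferase reporter cells seeded at 2000 per well; after 48 h, a single luminescence end-point is taken and curves fitted to the normalized data.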
RORg inh = blocks mouse ROR gamma transcriptional activity; P51450; Drosophila S2 Gal4-RORgamma UAS-luciferase reporter, 20 h; Potency, µM (titrated, usually from 53.6 µM), for inactives: at the highest dose activity change, negative = inhibition, most hits filed as inhibitors; 5.4% of 310,000 active; note: % is set by controls: 0 for no effect and ±100 for the full control effect; nearly all actives have a fitted effect of over 60% in size
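Stably transfected Drosophila Schneider cells are the test system, with ROR gamma fused to Gal4 and luciferase under UAS control; luminescence is read after 20 hr of 700 uM copper sulfate induction at ambient temperature.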
CXXC DNA block = MLL CXXC-DNA interaction inhibition. MLL-CXXC / FITC-HOXA9 DNA fluorescence polarization. 0.037% of 290,000 active. AID 2662. Potency, µM (doses to about 115 µM), inactives show top-dose activity change, negative = inhibition, most hits filed as inhibitors; active = well fitted inhibition curve with a large enough effect in the polarisation, with a control signal flat, not every such curve was filed as active; inconclusive = small, poorly fitted or top-dose-only effect, or effect the other way, or a change in a side signal; inactive = no such curve, though single readings can be large or run the other way; the % refers to the polarisation
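Steps: dispense CXXC domain solution (7 uM) → pin compounds or unlabeled HOX-A9 DNA control → 5 min ambient → add FLSN-HOX-A9 solution (50 nM) → spin → 30 min ambient → fluorescence polarization. Tris pH 7.5/NaCl/DTT/BSA buffer.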
Starred values were filed as active, the others as inactive; u = inconclusive; x = no result given; [ ] = remark or other dose. Unless noted, calls come from the whole dose curve; as a rule, active = well fitted curve in the direction sought with a large enough effect; inconclusive = small, poorly fitted or top-dose-only effect, or another doubt; inactive = no such curve, though single readings can be large; an effect the other way counts as inactive or inconclusive. Potency is the fitted concentration of half-maximal effect. A portion of the library. The share of hits here may be higher or lower than overall.

Order of values – Rab9 promoter act | uPA surface inh | FLuc counter | ELG1 genotoxic | p53 reactivation | NPC1 prom act | Gal4-VP16 FLuc | MBNL1-CUG inh | BRCA1 expr act | RORg inh | CXXC DNA block
> Cc1ccn2c(Nc3ccc4c(c3)OCO4)c(-c3ccccn3)nc2c1
  -0.3% | 1.8% | u | u | 20µM* | 1.4% | u | u | -86.2% | u | u
> C=CCC(c1ccccc1F)N(CCN1CCOCC1)C(=O)Nc1cccc(Cl)c1 (stereo not given)
  -2.5% | 4.1% | 1.1% | -5.6% | 0.9% | -1.8% | 25.8% | -0.6% | 7.5%[1.84 µM] | 2.0% | 2.0%
> Cc1cc2oc(=O)cc(Cn3ccnc3)c2cc1O
  0.2%[1.84 µM] | -0.7% | -0.5% | -0.3% | 1.7% | -1.4% | -0.1% | u | 4.3% | -3.8% | -3.3%
> CCOC(=O)c1c(N)sc(C(=O)N2CCCC2)c1C
  2.8% | -4.8% | 1.5% | 2.5% | -1.7% | -2.1% | -0.7% | 11.8% | 39.5% | 6.9% | -6.6%
> COC(=O)c1ccc(OCC(=O)c2ccc(C)c(C)c2)cc1
  21.6% | -1.3% | u | 3.2% | 15.0% | 25.9% | u | x | u | u | -7.9%
> N#C/C(=C\c1c[nH]c2ccccc12)C(=O)NC1CC1
  u | -10.0% | 7.57µM* | u | 15.6% | 3.55µM* | -10.6% | u | u | 1.1% | -8.3%
> Cc1ccc(CC(SCc2ccccc2)C(=O)O)cc1C (stereo not given)
  -1.6% | 3.2% | -6.6% | 4.6% | -1.2% | 1.1% | 2.4% | -6.4% | 3.7% | 0.0% | 21.4%
> COc1ccc(/C=C(\NC(=O)c2ccco2)C(=O)NC(Cc2ccccc2)C(=O)O)cc1 (stereo not given)
  -1.0% | 4.8% | 1.4% | -3.3% | 1.9% | -0.6% | 1.4% | 4.6% | -7.1% | -18.2% | -3.4%
> COc1ccc(C(=O)NN=C2CCCC2)cc1OC
  10.0% | 4.1% | -0.3% | 1.2% | -19.8% | -3.1% | 0.3% | 7.8% | 4.0% | -20.7% | -0.6%
> CC1(C)C(C=C(Cl)Cl)C1C(=O)NC(O)C(=O)c1ccccc1 (stereo not given)
  2.7%[1.84 µM] | -4.4% | 0.1% | -0.6% | 6.3% | -4.4% | -7.9% | 2.5% | 9.9% | 2.6% | 7.8%
> CCn1nnnc1NCc1ccc(OCc2c(F)cccc2Cl)c(OC)c1
  -0.3% | 9.1% | 3.8% | 2.2% | 11.0% | -0.1% | -13.5% | -7.8% | 0.4% | 12.1% | u
> COc1ccc2oc(C(=O)OCC(=O)N(C)c3c(N)n(Cc4ccccc4)c(=O)[nH]c3=O)c(C)c2c1
  2.8% | -1.8% | 1.7% | 9.2% | -0.1% | -3.8% | x | x | -12.0% | x | x
> CSCC[C@H](NC(=O)C1CCN(S(=O)(=O)c2ccc(C)cc2)CC1)C(=O)NCc1ccco1
  -4.4% | -4.9% | 0.0% | -4.6% | 9.9% | 0.0% | 2.3% | 5.1% | 38.0% | 1.6% | -3.2%
> Cc1ccc(NC(=S)N/N=C/c2ccc([N+](=O)[O-])s2)cc1
  0.2% | -10.3% | -18.7% | u | -18.3% | -0.3% | 15.8µM* | u | -113.3%[inhibitor] | 7.08µM* | -0.1%
> Cc1nc(NC(C)c2ccccc2)c2c3c(sc2n1)CCC3 (stereo not given)
  0.9% | -5.3% | 1.5% | -2.0% | 12.7% | -0.7% | -22.6% | 3.0% | -48.5% | u | 4.2%
> O=C(COC(=O)c1cccc(S(=O)(=O)N2CCOCC2)c1)Nc1nc(-c2ccccc2Cl)cs1
  13.0% | -4.0% | -5.5% | u | 27.5% | 25.1% | u | -8.7% | u | 41.3% | 34.3%[activator]
> O=S(=O)(c1cc(-c2nc3ccccc3s2)ccc1Cl)N1CCOCC1
  1.4% | x | -8.7% | -5.2% | -4.2% | -5.5% | -14.6% | 7.0% | x | 31.8% | 9.1%
> O=C(Cn1c(C(F)(F)F)nc2ccccc21)NCCN1CCCC1
  -5.4% | 9.4% | 1.4% | 0.0% | -2.7% | -0.6% | -1.9% | 3.1% | -8.5% | 9.9% | 0.7%
> COc1ccccc1OCc1nc(Cc2ccc(Cl)cc2)no1
  -1.7% | 3.8% | 4.0% | 0.8% | -4.6% | 0.1% | -0.5% | -10.0% | -8.5% | 29.4% | 8.9%
> Cc1nn(-c2cccc(C(F)(F)F)c2)c(=O)c2noc(C)c12
  -0.8% | -1.7% | -0.6% | 1.1% | -3.3% | -2.8% | 7.9% | x | -8.9% | -0.3% | -1.0%
> CCOC(=O)Cn1c(CN(Cc2ccccc2)Cc2ccccc2)nc2c1c(=O)[nH]c(=O)n2C
  1.4% | 3.8% | 0.7% | -3.3% | 4.0% | -5.0% | -3.2% | -6.2% | -18.9% | 26.3% | -4.2%
> CN(C)c1nc(-c2ccccc2)nc(-c2ccc(Cl)cc2)c1C#N
  -5.8% | -3.8% | -0.1% | 18.6% | -5.2% | 2.0% | -5.0% | -4.4% | -30.5% | 1.5% | 19.6%
> COc1cc(/C=N/n2cnc3scc(-c4cccs4)c3c2=O)cc(OC)c1OC
  -19.3% | -9.7% | 0.3% | -8.3% | 7.5% | -23.5% | -11.0% | -4.5% | -43.1% | u | 9.4%
> CCn1c(-c2cc(-c3cc(C)ccc3C)nc3ccccc23)n[nH]c1=S
  -4.9% | 1.2% | -3.4% | -1.2% | -8.4% | 0.1% | -0.6% | 2.3%[11.5 µM] | -21.0% | u | -0.1%
> COc1ccc(N)cc1S(=O)(=O)Nc1ccccc1Cl
  1.2% | 4.5% | 0.5% | 0.2% | -1.9% | -0.3% | -7.5% | -5.2% | 0.0% | 2.6% | -2.8%
> CNC(=O)c1ccc(CNC(=O)OCC(F)(F)F)cc1
  9.0% | -0.9% | -1.1% | -2.5% | 18.1% | 1.9% | -12.2% | -15.1% | -14.8% | -5.3% | 1.4%
> CN=C1S/C(=C\c2ccc(N3CCOCC3)c(F)c2)C(=O)N1C
  28.0% | -2.9% | u | u | 0.7% | 12.0% | -7.5% | 17.6% | 43.0% | u | -10.2%
> C/C(=N\NC(=O)c1ccc(Cl)cc1)c1ccccn1
  -20.1% | -9.3% | 7.57µM* | 3.26µM* | u | u | u | 28.5% | -54.3% | 0.0282µM* | -11.6%
> CC(C)C(C(=O)NCC1CCCO1)N(C(=O)CNS(=O)(=O)c1ccccc1)c1ccc(F)cc1 (stereo not given)
  -4.6% | -1.6% | 1.6% | -1.6% | -10.3% | 0.6% | 1.0% | 14.8% | -8.5% | 17.2% | 3.8%
> CCn1c(C(O)c2cccc(OC)c2OC)nc2ccccc21 (stereo not given)
  -3.5% | -1.4% | 6.4% | 3.0% | -6.3% | -6.7% | 3.2% | -2.6% | 37.1% | u | 3.1%
> CCN(CC)C(=O)COC(=O)C1=NN(c2cc(C)ccc2C)C(=O)CC1
  12.6% | 0.1% | 2.4% | 0.0% | -0.4% | 0.6% | 1.0% | -3.8% | -21.3% | -6.1% | 28.8%
> CC1CCCC(C)N1C(=O)COC(=O)c1ccc[nH]c1=O (stereo not given)
  -1.3% | 3.6% | 0.6% | 0.6% | 5.7% | -1.7% | -6.7% | -5.8% | 4.4% | 1.0% | -3.5%
> CNC(=O)/C=C1\NC(C)(C)Cc2c1ccc1ccccc21
  -2.5% | -1.0% | -11.1% | -11.2% | -2.5% | -0.1% | 5.4% | 4.0% | 14.9% | -16.0% | -2.1%
> CN(C)C(=O)c1ccc(Nc2ncnc3sc4c(c23)CCCCC4)cc1
  -4.9% | 1.4% | u | 5.1% | -9.3% | 1.9% | 8.8% | -2.5% | -32.1% | -17.1% | -8.7%
> Cc1ccc2[nH]c(=O)c(C(c3nnnn3CC3CCCO3)N3CCCc4ccccc43)cc2c1 (stereo not given)
  4.7% | x | 3.8% | -4.2% | -2.2% | -2.3% | 2.9% | 11.4% | -7.4% | -18.7%[10 µM] | 6.4%
> Cc1ccc(-c2cc(C(=O)N/N=C/c3ccoc3)c3ccccc3n2)cc1
  -7.1% | u | 4.78µM* | -3.2% | 5.5% | -8.4% | 10µM* | -8.9% | 1.1% | 7.08µM* | 9.2%
